NPR1 activator – GC-A (human) enzyme activation; 0.14% of 370,000 active; activation, % at 10 µM; P16066; HEK293 GC-A cells, cGMP TR-FRET, EC30 ANP; 0% at EC30 ANP, 100% saturating ANP; in the data active = activation above about 40%
DAX1 inh-1 – blocks DAX1 repression of SF-1 activated StAR promoter. HEK293T StAR-luciferase reporter, SF-1/DAX-1 repression relief. inhibition, % at 6.8 µM. 1.1% of 370,000 active. AID 652010;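 active = inhibition above the mean over all tested compounds plus 3 SD, cut at about 3.6% in these data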;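 note: 0% = DAX-1 cells with DMSO and 100% = cells lacking DAX-1 with DMSO; higher inhibition means more luminescence from relief of DAX-1 repression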
GAA850 FXN act – increases GAA850 frataxin promoter reporter activity. HEK293 lucGAA850 FXN promoter luciferase reporter, 24 h; percent of 10 µM SAHA response. activation, % at 6 µM. 0.56% of 360,000 active. AID 540364;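 active = activation above the average of all compounds screened plus 3 SD, cutoff fixed separately per campaign, cut at about 7.5% in these data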;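 note: 0% = DMSO wells and 100% = 10 µM SAHA wells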
hcDAF12 agonist – activates DAF-12 receptor from parasite H. contortus; HEK293 hcDAF-12 lit1-tk-luc reporter, luminescence; 0% DMSO, 100% Δ7-dafachronic acid; activation, % at 6.8 µM; 1.4% of 370,000 active;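 active = activation above the mean of all tested compounds plus 3 SD, cut at about 5.5% in these data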;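 note: 100% = response to 3 µM Δ7-dafachronic acid high control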
SMARCA2 act – increases SMARCA2 function in MMTV reporter cells | 1% of 370,000 active | MG213 cells, MMTV-luciferase reporter, dexamethasone, overnight | activation, % at 9.1 µM; in the data active = activation above about 7.8%;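 note: 0% = vehicle wells and 100% = reference activator wells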
ADAM17 inh – ADAM17 inhibition, QFRET primary screen | P78536 | recombinant ADAM17, EDANS/DABCYL FRET peptide cleavage | inhibition, % at 6.95 µM | 0.83% of 370,000 active | AID 720648;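 active = inhibition above the mean of compounds lying between control limits plus 3 SD, set per campaign, cut at about 8.5% in these data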;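 note: 0% = DMSO-only wells as the low control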
ADAM10 inh – inhibitors of human ADAM10; recombinant ADAM10, EDANS/DABCYL FRET peptide cleavage, 3 h; inhibition, % at 7 µM; 0.62% of 370,000 active;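 active = inhibition above a per-campaign cutoff equal to the mean of compounds falling between control-based bounds plus 3 SD, cut at about 20% in these data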;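 note: 0% = DMSO wells while the 100% control is not disclosed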
Target sequence (O14672 214-748 limits assumed): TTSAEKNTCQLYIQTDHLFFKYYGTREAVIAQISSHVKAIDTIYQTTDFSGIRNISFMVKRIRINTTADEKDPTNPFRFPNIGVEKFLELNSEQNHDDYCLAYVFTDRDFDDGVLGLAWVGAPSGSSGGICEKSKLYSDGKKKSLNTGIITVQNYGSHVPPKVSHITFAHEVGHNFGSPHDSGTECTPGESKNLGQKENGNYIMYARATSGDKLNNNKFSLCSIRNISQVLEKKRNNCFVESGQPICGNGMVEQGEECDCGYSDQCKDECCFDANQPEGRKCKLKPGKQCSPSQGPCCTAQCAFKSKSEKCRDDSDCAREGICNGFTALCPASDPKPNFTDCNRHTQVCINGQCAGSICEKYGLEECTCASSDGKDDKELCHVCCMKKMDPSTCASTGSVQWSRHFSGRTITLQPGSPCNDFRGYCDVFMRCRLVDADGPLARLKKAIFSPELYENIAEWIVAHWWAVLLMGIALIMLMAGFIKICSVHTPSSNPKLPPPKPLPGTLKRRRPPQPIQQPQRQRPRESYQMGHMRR
hgDAF-12 ag – hgDAF-12 agonism, primary luciferase screen; HEK293 GAL4-hgDAF12 UAS-luciferase reporter, agonist luminescence; normalized to butyrate control; activation, % at 6.8 µM; 1.8% of 370,000 active;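 active = activation above a cutoff set at the mean of all screened compounds plus 3 SD, cut at about 10% in these data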;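 note: 0% = DMSO wells and 100% = sodium butyrate wells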
ssDAF12 agonist – activates DAF-12 receptor from parasite S. stercoralis; HEK293 ssDAF-12/GRIP1 lit1-tk-luc reporter, luminescence; % of 3 µM dafachronic acid response; 1% of 370,000 active; activation, % at 6.8 µM; AID 652126;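 active = activation above the mean over all tested compounds plus 3 SD, cut at about 0.9% in these data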;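 note: 0% = DMSO-only wells and 100% = 3 µM delta7-dafachronic acid wells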
DAX1 inh-2 – NR0B1 (DAX1) inhibition; inhibition, % at 6.75 µM; HEK293 Gal4-DAX1 luciferase reporter, luminescence; AID 504766; 0.99% of 340,000 active; P51843;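 active = inhibition above the mean over all tested compounds plus 3 SD, cut at about 4.2% in these data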;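 note: 0% = DAX1-transfected cells with DMSO and 100% = empty-vector control cells with DMSO; inhibition shows as a rise in luminescence from relieved DAX1 repression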
Target sequence (P51843 207-470 limits assumed): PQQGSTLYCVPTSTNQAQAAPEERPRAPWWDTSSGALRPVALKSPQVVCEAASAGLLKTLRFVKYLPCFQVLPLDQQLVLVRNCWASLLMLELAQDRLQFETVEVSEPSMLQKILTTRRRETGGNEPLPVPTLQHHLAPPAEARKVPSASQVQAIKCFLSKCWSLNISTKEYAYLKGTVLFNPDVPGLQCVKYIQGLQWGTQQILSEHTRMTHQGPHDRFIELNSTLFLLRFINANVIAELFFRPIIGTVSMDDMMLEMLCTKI
PG9 binder – small molecules binding HIV-1 gp120 antibody PG9; TR-FRET gp120-PG9 antibody binding; inhibition, % at 6.7 µM; 0.43% of 360,000 active; in the data active = inhibition above about 8.5%
Active calls of the source: *; i = inactive; . = no result given.

SMILES	NPR1 activator	DAX1 inh-1	GAA850 FXN act	hcDAF12 agonist	SMARCA2 act	ADAM17 inh	ADAM10 inh	hgDAF-12 ag	ssDAF12 agonist	DAX1 inh-2	PG9 binder
COC(=O)Nc1ccc(S(=O)(=O)N2CCN(c3ccc(F)cc3)CC2)cc1	-7	-0.7	-0.6	-2.3	-3	3	0	-4.0	-1.1	-0.6	-0.6
Cc1ccnc(NC(=O)c2cccc(S(=O)(=O)N3CCCc4ccccc43)c2)c1	-5	7.7*	2.1	5.2	3	4	-3	13*	0.2	0.4	-0.3
Brc1ccc(C2Nc3cccc4cccc(c34)N2)s1	-10	0.2	2.6	6.6*	0	5	9	5.4	0.5	-0.1	-2.0
Cc1nnc(SCC(=O)NC(=O)NCc2ccco2)n1Cc1ccccc1	1	0.1	0.2	0.1	-1	-3	0	-0.8	-1.2	-0.7	0.8
Cc1ncoc1C(=O)N1CCCC(C(=O)c2ccc(Oc3ccccc3)cc2)C1 (configuration not stated)	0	-0.5	2.3	-0.7	-2	-2	-1	1.5	0.5	-1.5	-1.3
COc1ccccc1C1CC(c2ccc(Br)cc2)=NN1C(=O)c1cccnc1 (configuration not stated)	-6	-1.4	-3.0	1.3	-4	9.7*	17	-0.1	-1.0	-0.4	-1.9
O=C(CN1CCOCC1)Nc1nc2ccc([N+](=O)[O-])cc2s1	7	-0.6	0.2	1.4	0	0	1	1.8	-1.3	-1.2	-3.0
COc1ccc(NC(=O)N2CCC(c3nc4ccc(Cl)cc4[nH]3)CC2)cc1OC	-2	-1.2	.	-3.8	-3	5	-7	0.2	-1.5	.	.
O=C(N/N=C/c1ccccc1C(=O)O)c1cccc(S(=O)(=O)N2CCOCC2)c1	0	1.4	0.3	0.8	-2	-4	-15	0.6	-1.4	-0.1	0.5
C[C@H](CO)N1C[C@H](C)[C@@H](CN(C)C)Oc2c(NS(=O)(=O)c3ccc(F)cc3)cccc2C1=O	0	0.1	-0.8	0.5	1	-1	-1	-0.9	-1.4	0.8	-1.0
Cc1ccc(C(=O)N=c2sccn2C)cc1C	0	10*	4.2	14*	5	-2	4	12*	1.6*	1.0	-0.9
Cc1ccc(C(=O)N2[C@@H]3CN(C)C(=O)[C@@]2(Cc2ccccc2)[C@H]2C(=O)N(Cc4ccccc4)C(=O)[C@@H]32)cc1	0	-0.2	2.7	-1.0	2	-3	-5	1.2	-0.8	0.3	0.1
N#Cc1cccc(NC(=O)CCNC(=O)c2ccccc2Cl)c1	-1	0.3	0.9	-0.7	-3	1	-4	2.9	-2.0	0.0	-0.3
COCCN(C(=O)COC(=O)/C=C/c1ccc(OC)c(OC)c1)c1c(N)n(Cc2ccccc2)c(=O)[nH]c1=O	-1	-0.3	-1.3	-1.7	1	-7	-25	-2.1	-1.6	-0.7	-1.4
Cc1ccc2nc3n(c(=O)c2c1)CCC3	-2	0.0	-2.1	-2.2	-2	3	10	-0.8	-1.0	-0.1	-1.9
COc1ccc(Cl)cc1Nc1nc(C)cc(=O)[nH]1	2	0.1	-0.2	-0.5	1	-2	0	0.1	-0.8	0.9	-3.1
COc1ccc(C(=O)CSc2nnc(CNc3nc(-c4ccccc4)cs3)n2C)cc1	-4	-0.6	-0.5	-1.4	0	5	15	-2.0	-1.2	-1.1	-1.3
Cc1ccccc1C(=O)N1N=C(c2ccc(NS(C)(=O)=O)cc2)CC1c1cccs1 (configuration not stated)	-22	-0.1	0.3	-0.6	-1	-1	-6	-0.7	-0.7	0.1	-1.1
CCOc1ccc(C(C(=O)NCC2CCCO2)N(C(=O)c2snc(C(N)=O)c2N)c2ccccc2F)cc1 (configuration not stated)	-6	-0.1	-0.8	-0.5	-4	-152	-445	-0.9	-1.5	-2.2	-0.2
Cc1ccc(C2CCN(C(=S)NC3CCCCC3)C2)cc1 (configuration not stated)	0	-0.2	-2.3	-1.2	-2	-1	2	-1.6	-1.1	0.4	-1.9
Cn1c(CCc2nc3ccccc3[nH]2)n[nH]c1=S	1	1.3	0.3	-0.9	2	-2	-4	3.0	-1.2	-0.4	0.8
Cc1ccc(-n2cnc3cc(NCc4cccs4)ccc32)cc1	-2	1.0	3.9	0.3	0	-17	-19	4.3	-1.4	2.0	-0.2
COCCNC(=O)C1(C)CCN(C(=O)c2cccnc2Oc2ccccc2)C1 (configuration not stated)	2	-0.6	-0.4	0.8	2	-3	-7	0.0	-1.0	.	-2.4
COCC1CCN(C(=O)c2cc(COc3ccc4c(c3)CCCC4)on2)C1 (configuration not stated)	-1	-0.6	1.7	-2.2	-1	0	7	-0.9	-0.9	-1.1	-0.1
Cc1cccc(N(Cc2cc3ccccc3[nH]c2=O)S(=O)(=O)c2ccccc2)c1	-9	0.1	0.8	2.7	-1	-3	-2	1.3	-0.4	-0.5	-0.9
O=C(NCC(c1cccs1)N1CCOCC1)c1ccccc1NS(=O)(=O)c1cccc([N+](=O)[O-])c1 (configuration not stated)	6	-0.9	2.7	-1.6	-5	-2	-1	0.1	-1.5	-0.8	1.4
Cc1ccc(/C=C/C(=O)NCC2COc3ccccc3O2)o1 (configuration not stated)	1	-0.2	1.0	0.1	0	-2	-1	0.4	-1.9	-0.2	-0.3
Cc1ccc(-c2nc3ccc(C)cn3c2Cc2ccccc2C(F)(F)F)cc1	3	5.7*	.	2.7	3	-7	-18	12*	-0.5	.	0.1
Cc1cccc(-n2ncc3c(NCCCO)ncnc32)c1	1	3.6	4.7	6.6*	7.9*	2	2	12*	0.1	0.5	0.9
Cc1ccc(NC(=O)CSc2nc(O)c(Cc3ccccc3)c(=O)n2-c2ccccc2)cc1	-1	0.2	1.1	-1.7	-2	5	-2	-2.6	-1.1	1.6	-0.2
CC(=O)c1ccc(OCC(=O)Nc2c(C)nn(-c3ccccc3)c2C)cc1	2	2.0	0.8	-0.8	-4	-7	-9	-0.8	-1.2	0.9	-0.3
c1ccc2c(c1)C(=NCC1CCCO1)NC2=NCC1CCCO1 (configuration not stated)	1	0.7	-0.9	1.0	1	-3	-4	-0.4	-1.1	-0.5	-2.3
Cc1ccc(CNS(=O)(=O)NCc2ccccc2)cc1	2	-0.8	-0.6	-0.7	-3	-2	3	-0.8	-1.0	0.1	-0.1
CC(C)(C)C1CCC(C(=O)Nc2ccccc2N2CCOCC2)CC1 (configuration not stated)	0	-0.3	1.2	0.3	-1	-3	3	0.8	-1.0	-1.2	-0.4
COc1ccc(C(=O)OCC(=O)c2ccc[nH]2)cc1	-2	-1.0	3.1	-0.2	-2	1	4	7.2	-0.7	0.9	-2.3
COc1ccc(CCCC(=O)NCCc2ccccc2)cc1	0	0.2	0.4	-2.7	-2	-1	3	0.0	-1.2	-0.7	-1.0
CC(Oc1ccccc1F)C(=O)NNC(=O)c1cccc(S(=O)(=O)N2CCN(C)CC2)c1 (configuration not stated)	-2	-0.2	-0.1	2.3	0	-3	0	0.3	-1.1	-0.5	0.2
Cc1oc2ccccc2c1CC(=O)NCCCN(C)C	2	0.0	1.7	0.0	2	-1	-1	-0.6	-0.9	.	-0.9
O=C(OCCOc1ccccc1Cl)c1ccc(-n2cnnn2)cc1	3	0.0	3.0	0.5	1	4	8	4.0	-1.3	-1.2	-0.1
O=C(NCCC1=CCCCC1)C(=O)NCCc1ccc(Cl)cc1	2	-0.8	-1.1	-1.0	-2	-4	-1	1.0	-1.4	1.0	-0.2

3 compounds from above, limited to ADAM10 inh, GAA850 FXN act and DAX1 inh-1.
Structure | ADAM10 inh | GAA850 FXN act | DAX1 inh-1
Cc1nnc(SCC(=O)NC(=O)NCc2ccco2)n1Cc1ccccc1 | 0 | 0.2 | 0.1
O=C(CN1CCOCC1)Nc1nc2ccc([N+](=O)[O-])cc2s1 | 1 | 0.2 | -0.6
COCCN(C(=O)COC(=O)/C=C/c1ccc(OC)c(OC)c1)c1c(N)n(Cc2ccccc2)c(=O)[nH]c1=O | -25 | -1.3 | -0.3

Going on with the list:
SMILES	NPR1 activator	DAX1 inh-1	GAA850 FXN act	hcDAF12 agonist	SMARCA2 act	ADAM17 inh	ADAM10 inh	hgDAF-12 ag	ssDAF12 agonist	DAX1 inh-2	PG9 binder
O=C(c1ccc(C#Cc2ccccc2)o1)N1CCN(c2ccccn2)CC1	3	0.7	3.7	-1.1	-4	6	22*	-0.4	-2.1	0.2	-0.8
COC(=O)C1=CN(CCCN2CCCC2=O)C=C(C(=O)OC)C1c1cccs1	0	0.0	1.6	-0.4	-4	-217	i	1.5	-0.5	1.0	-1.7
CCOC(=O)N1CCN(C(=O)C[C@H]2C[C@@]3(C(=O)OC)C(=C[C@H](C(C)(C)C)O[C@@H]3C)N(Cc3ccccc3)C2=O)CC1	-5	-0.8	.	-1.2	1	-3	2	-0.9	-1.5	.	-2.4
CC(CC(=O)Nc1ccccc1)NCCCN1CCCC1=O (configuration not stated)	2	-0.2	2.2	-2.0	5	0	-2	-1.6	-1.3	2.1	-1.4
Cc1ccc(C2(C)NC(=O)N(CC(=O)NC(=O)NCCC(C)C)C2=O)cc1 (configuration not stated)	1	0.4	-1.5	-1.0	-3	0	2	0.8	-1.5	0.1	0.3
Cc1cc(C)cc(NC(=O)C2CCCN2C(=O)NC2CCCCC2)c1 (configuration not stated)	-4	0.2	2.2	0.4	2	-2	-2	0.5	-1.5	-0.2	0.1
C/C(=N\Nc1cccc(C(=O)O)c1)c1cc2ccccc2o1	-5	1.5	4.3	0.1	1	-4	-7	4.8	-1.1	-0.8	-2.7
Cc1onc(-c2c(Cl)cccc2Cl)c1C(=O)OCC(=O)c1ccccc1	1	-0.2	2.8	-1.9	-3	3	6	-2.0	-1.7	1.2	0.7
COC(=O)COc1ccc2c(=O)c(-c3ccccc3)coc2c1	13	-0.1	0.1	-2.3	0	-2	0	-2.4	-0.5	1.3	-0.4
COc1ccc(NC(=O)CSc2nnc(C3CC3)n2N)cc1	1	0.3	1.4	0.0	-4	-1	2	0.5	-1.1	-0.1	1.7
NS(=O)(=O)c1cccc(NC(=O)CC23CC4CC(C2)CC(CC(=O)Nc2cccc(S(N)(=O)=O)c2)(C4)C3)c1	2	0.2	-0.9	-1.3	-1	1	4	2.4	-1.0	-0.3	0.2
O=Cc1ccc(OCC(=O)NC(=O)NC2CCCCC2)cc1	2	-0.3	-1.6	0.2	-3	-3	-8	0.2	-0.6	0.1	3.0
CC(C)NC(=O)N(C)C[C@H]1Oc2ccc(NC(=O)NC3CCCCC3)cc2C(=O)N([C@H](C)CO)C[C@@H]1C	-4	0.2	0.3	-0.4	-1	4	-12	-0.3	-1.4	1.2	1.8
Cn1c(SCc2ccc([N+](=O)[O-])cc2)nnc1-c1ccncc1	4	0.0	1.1	-1.3	-1	-2	-5	2.8	-0.8	0.0	-2.9
COC(=O)c1sc(S(=O)(=O)N2CCN(CCO)CC2)c(C(=O)OC)c1C	1	-0.1	1.9	-0.3	0	1	3	2.9	-0.4	-0.3	-1.2
O=C1CSC(=S)N1	3	1.3	-0.8	-0.9	-5	-3	2	0.6	-0.5	0.8	0.5
CCOC(=O)CCC(=O)Nc1ccc([N+](=O)[O-])cc1C	1	-0.2	-0.3	-1.6	-4	-1	1	-0.3	-1.3	.	-2.4

Screening data from PubChem.
